# Compound activity: PubChem, Sanford-Burnham Center for Chemical Genomics
# Jurkat NFkB inh – lowers PMA/ionomycin-induced NF-kB signal in Jurkat cells; AID 435003; 330,000 compounds, 0.53% hits; inhibition, % at 4 µM; PMA/ionomycin-induced NF-kB luciferase reporter, luminescence; in the data active means inhibition above about 50%
# CHOP UPR activ – apoptotic UPR (CHOP) activation; CHO-CHOP luciferase reporter, luminescence; percent of tunicamycin response over DMSO baseline; activation, % at 10 µM; 330,000 compounds, 0.34% hits; AID 449763;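 active means at 10 µM dose, activation of 40% or more, normalized to positive control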;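 further: 100% = tunicamycin at 10 µg/mL and 0% = DMSO alone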
#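 System: CHO CHOP reporter cells. Amount: 500 cells per well. Buffer or medium: F12 medium, 10% FBS. Compound dosing: one dose, 10 µM in 0.5% DMSO. Incubation: 6 h compound exposure at 37 °C after overnight seeding. Technique: Steady-Glo luciferase luminescence. Benchmarks: tunicamycin and DMSO controls.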
# 697 NFkB inh – lowers PMA/ionomycin-induced NF-kB signal in 697 B cells; 697 B-cell NF-kB luciferase reporter, 16 h; inhibition, % at 4 µM; 330,000 compounds, 0.33% hits; AID 435022; in the data active means inhibition above about 35%
# APJ antag – APJ receptor antagonism | P35414 | CHO-K1 APJ beta-arrestin complementation, luminescence | inhibition, % at 20 µM | 330,000 compounds, 0.32% hits | AID 2521;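 active means inhibition above about 40% at 20 µM, limit read from the data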;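 further: cells challenged with 10 nM apelin-13 agonist together with compound; plate controls were apelin-13 plus DMSO wells for no effect and DMSO wells lacking apelin-13 for full effect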
# Target sequence (P35414 whole entry, looked up): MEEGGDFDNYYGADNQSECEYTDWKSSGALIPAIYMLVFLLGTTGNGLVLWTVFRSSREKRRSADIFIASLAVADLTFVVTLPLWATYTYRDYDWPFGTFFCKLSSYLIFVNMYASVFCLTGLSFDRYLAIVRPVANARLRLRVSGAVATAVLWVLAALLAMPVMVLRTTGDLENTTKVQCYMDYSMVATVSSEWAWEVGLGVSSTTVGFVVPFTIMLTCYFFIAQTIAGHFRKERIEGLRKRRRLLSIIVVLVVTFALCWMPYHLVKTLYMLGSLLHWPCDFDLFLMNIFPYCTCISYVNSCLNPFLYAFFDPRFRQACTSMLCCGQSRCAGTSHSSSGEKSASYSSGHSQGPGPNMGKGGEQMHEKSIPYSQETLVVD
# Mdm2 MdmX PPI – human Mdm2/MdmX binding inhibition; O15151+Q00987; SaOS-2 split-luciferase Mdm2/MdmX complementation, luminescence; inhibition, % at 8 µM; 330,000 compounds, 3% hits; AID 485346;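 active means inhibition of at least 50% at 8 µM in the primary screen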
# APJ agonist – agonists of human APJ apelin receptor | 330,000 compounds, 0.11% hits | CHO-K1 APJ PathHunter beta-arrestin, luminescence; 0% DMSO wells, 100% apelin | activation, % at 20 µM | AID 2520 | P35414;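 active means activation more than six SD over the plate average, tested at 20 µM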;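 further: 0% = DMSO alone and 100% = apelin-13 at 10 nM; some results filed as inactive read as strong as hits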
#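 system = engineered CHO-K1 APJ arrestin reporter cells | input = 1000 cells per well | timing = overnight seeding, 90 min compound at 25 °C, 1 h detection | measured by = enzyme-fragment complementation luminescence | read-out = beta-arrestin recruitment to APJ as agonist activity, luminescent signal | control set = negative DMSO alone, positive Apelin-13 at 10 nM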
# UPR XBP1 act – adaptive UPR (XBP1) activation; 330,000 compounds, 0.33% hits; activation, % at 20 µM; CHO-XBP1 luciferase reporter, IRE1-XBP1 UPR activation, luminescence; percent of tunicamycin response, DMSO as zero;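 active means versus positive control, 20 µM dose yields 30% or more activation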;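 further: 100% = tunicamycin at 10 µg/mL and 0% = DMSO only wells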
#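 Material: CHO cell line with stable XBP1 luciferase reporter; buffer or medium: F12 medium containing 10% fetal bovine serum; compound: single point, 20 µM final compound, 1% DMSO; incubation: 6 h treatment, 37 °C; measured by: glow luminescence from Steady-Glo reagent; evaluation: activation, % of tunicamycin; control set: tunicamycin high, DMSO low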
# tim23-1 inh – tim23-1 yeast growth inhibition | S. cerevisiae tim23-1 growth, BacTiter-Glo luminescence, 24 h | inhibition, % at 20 µM | 330,000 compounds, 1.3% hits | AID 463212;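 active means growth inhibition of the mutant yeast at or above 50%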;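 further: temperature-sensitive mutant grown at 25 °C; plate controls were DMSO-treated mutant yeast for no effect and medium wells lacking yeast for full effect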
# * marks the source's active call; other numbers are inactive results. Some of the compounds tested; rates above refer to the full screens.
SMILES,Jurkat NFkB inh,CHOP UPR activ,697 NFkB inh,APJ antag,Mdm2 MdmX PPI,APJ agonist,UPR XBP1 act,tim23-1 inh
COc1ccc(/C=C2\C(=N\O)C3CCN2CC3)cc1,-15.8,1.8,-18.6,8.1,5.9,-4.0,-0.8,6.6
C[C@]12CCC3[C@@H](CC[C@H]4C[C@@H](O)CC[C@]34C)C1CCC2=O (some centres not stated),11.2,0.2,5.6,9.0,-0.8,-3.8,-1.6,3.6
CCCCn1c(=O)c(C=Nc2ccc(Cl)cc2)c(O)n(Cc2ccco2)c1=O,2.1,0.6,13.4,-2.8,5.2,-3.5,3.0,28.8
c1cncc(C2CCCCN2)c1 (configuration not stated),9.5,0.5,11.1,-39.4,-19.1,-5.2,1.5,9.8
O=C(O)c1cccc(NC(=O)N2C[C@H]3C[C@@H](C2)c2cccc(=O)n2C3)c1,14.2,-0.2,-4.6,7.5,4.8,-2.7,-0.1,-1.9
COc1ccc2[nH]c3c(c2c1)CCN=C3C,9.9,-1.4,25.1,12.5,27.2,-2.6,-12.8,-15.6
O=C(O)C(O)(c1ccccc1)C1CCCCC1 (configuration not stated),1.6,-0.3,-8.4,13.5,-2.6,0.1,-1.2,-2.4
CC(=NCCc1c[nH]c2ccccc12)c1c(O)n(Cc2ccccc2)c(=O)[nH]c1=O,14.3,2.6,-13.8,7.6,15.5,1.4,1.5,7.8
CC/C(=N\N1CCN(C)CC1)c1c(O)[nH]c(=O)[nH]c1=O,14.6,0.2,-4.7,8.3,-6.7,-3.6,-0.4,1.4
CCc1c(-c2ccccc2)nc2ccccc2c1C(=O)N1CCC2(CC1)OCCO2,-0.1,-0.6,-0.2,10.8,-23.1,-2.1,6.8,27.0
CSCCC(N=Cc1c(O)n(-c2ccc(F)cc2)c(=O)[nH]c1=O)C(=O)OC(C)(C)C (configuration not stated),-13.7,-1.0,-2.6,2.2,5.1,2.5,1.2,13.6
COc1ccc(C2=NCC(=O)N(CC(=O)NCc3ccco3)c3sc4c(c32)CCCC4)cc1,-0.8,1.6,-3.5,-4.6,-0.1,-0.1,-1.2,19.8
Cc1cc(O)c2c(C)c(CC(=O)N3C[C@H]4C[C@@H](C3)c3cccc(=O)n3C4)c(=O)oc2c1,17.5,1.7,17.3,9.5,12.5,-6.8,-4.6,5.3
COc1ccc(C2NCc3ccc4c(c3-n3cccc32)OCO4)cc1OC (configuration not stated),9.3,-0.9,-13.6,10.2,21.6,-1.8,-3.4,23.7
CC(C)OP(=O)(O)NC(=O)c1ccccc1,4.8,-2.0,15.3,6.9,11.3,-1.4,-3.2,-4.8
Cc1ccc(CN(Cc2ccccc2)C(=S)NCC(=O)N2CCC3(CC2)OCCO3)o1,-0.7,-1.2,-40.4,-8.0,-40.1,-3.3,-4.2,27.0
CN(C)CP(=O)(Nc1ccccc1)N(C)C (configuration not stated),-20.7,3.0,4.4,-9.5,15.5,-0.4,-3.3,-10.4
CCOC(=O)C1CCN(/C=C2\C(=O)NC(=S)N(CC)C2=O)CC1,13.6,-0.8,12.9,10.4,-22.7,1.9,0.3,15.7
COC(=O)C1=C(c2c(C)noc2C)C[C@@H]2CC[C@H]1N2C(=O)N1CCCC1,8.2,1.5,14.0,-2.0,-9.6,-2.9,-1.1,-0.1
CCOc1cc(C=C2C(=O)NC(=O)NC2=O)ccc1OS(=O)(=O)c1ccccc1,-11.4,1.3,-14.7,19.1,30.7,-0.8,0.8,21.5

# Overlap with the part before: two entries, followed by the next part.
SMILES,Jurkat NFkB inh,CHOP UPR activ,697 NFkB inh,APJ antag,Mdm2 MdmX PPI,APJ agonist,UPR XBP1 act,tim23-1 inh
COC(=O)C1=C(c2c(C)noc2C)C[C@@H]2CC[C@H]1N2C(=O)N1CCCC1,8.2,1.5,14.0,-2.0,-9.6,-2.9,-1.1,-0.1
CCOc1cc(C=C2C(=O)NC(=O)NC2=O)ccc1OS(=O)(=O)c1ccccc1,-11.4,1.3,-14.7,19.1,30.7,-0.8,0.8,21.5
CCC(=O)C(CCN1CCOCC1)(c1ccccc1)c1ccccc1,0.3,1.2,-5.2,17.1,-19.7,-1.7,-2.8,24.3
COC(=O)CCCNC(=O)CN1CC(c2ccccc2)CC1=O (configuration not stated),-9.6,0.0,20.1,-1.6,19.3,0.3,0.2,-13.9
O=C(O)Cn1cc(/C=C2\C(=O)NC(=O)N(c3ccc(F)cc3)C2=O)c2ccccc21,4.7,0.7,15.5,7.0,-4.1,-0.9,-4.3,-5.2
Cc1cccnc1NC1=NCC(C)S1 (configuration not stated),-7.9,-0.8,-14.0,5.1,2.0,0.1,-4.8,-1.7
O=P(CN1CCN(c2ccccc2)CC1)(N1CCCCC1)N1CCCCC1,-17.9,-0.6,-0.6,14.2,-1.9,-0.3,-1.7,27.1
CC(=O)CC(=O)C1C(=O)N(C)C(=O)N(C)C1=O,0.1,0.8,9.3,8.2,-1.1,-0.8,-1.9,-3.6
Cc1ccc(C)c(CN2CCC(n3nnc4cc(F)ccc43)CC2)c1,12.4,-0.9,3.5,24.5,29.1,-4.3,-6.8,9.1
Cn1c(O)c(C=NC2CCN(Cc3ccccc3)CC2)c(=O)[nH]c1=O,-3.3,-1.3,9.4,14.7,12.4,-4.1,-2.1,1.4
CC(=O)Nc1ccc(OC(=O)N2CCCCC2)cc1,-15.1,-1.3,3.6,9.6,12.0,-1.2,1.1,0.6
Cc1ccccc1-n1c(O)c(/C=C2/C(c3ccccc3)=Nc3ccccc32)c(=O)[nH]c1=O,52.9*,4.0,-92.6,31.8,56.8*,-1.7,14.4,22.3
CCN1CCN(Cc2cc(Br)cc(Br)c2O)CC1,-7.0,-0.2,16.7,4.1,9.1,1.8,0.0,4.5
Cn1cc(C(=O)OCC(=O)NC2CCCC2)c2ccccc21,5.0,-0.6,-12.1,-17.6,-27.5,-2.5,-0.6,14.6
CC1[C@H]2Cc3ccc(O)cc3[C@]1(C)CCN2CCc1ccccc1 (some centres not stated),10.0,-1.6,18.3,-2.2,14.9,-3.3,0.0,11.0
C(#CCN1CCCC1)CN1CCCC1,12.8,3.9,19.3,15.3,7.8,6.6,-1.1,23.3
C[N+]1(C)C2CCC1CC(OC(=O)c1c[nH]c3ccccc13)C2 (configuration not stated),-2.8,-1.0,16.7,21.5,17.6,-1.8,-9.3,-5.3
CCCCn1c(=O)c(C=Nc2cccnc2Cl)c(O)n(CCCCl)c1=O,10.1,2.2,9.3,0.9,26.9,-2.2,0.4,11.1
CNCC(O)c1cc(F)c(OCc2ccccc2)c(OCc2ccccc2)c1F (configuration not stated),15.0,0.9,-9.6,14.0,86.6*,-0.7,1.5,14.9
COc1ccc(Br)cc1CN1CCN(C(=O)Cc2ccccc2)CC1,2.0,-1.0,0.1,3.3,23.4,-2.2,6.2,16.1
O=C(Cc1ccccc1)OCC(=O)N1CCN(S(=O)(=O)c2ccc(Cl)cc2)CC1,-14.3,-0.2,-2.1,-7.2,-2.4,-1.3,0.7,3.8
CC1CCCCC1NC1CCN(C)CC1 (configuration not stated),-12.1,-0.8,-14.9,-18.2,17.5,-1.1,-8.6,2.4
CN(C)C(=O)Oc1ccc2c(c1)O/C(=C\c1ccccc1)C2=O,-83.2,4.2,-83.0,-23.5,-77.8,-0.1,-1.1,37.8
Cc1cc(OCC(=O)N2CCCN(C)CC2)ccc1Cl,-3.1,2.6,-3.6,-15.0,22.7,-7.5,-5.5,8.2
CCCCCCn1c(O)c(C=NCCN2CCOCC2)c(=O)[nH]c1=O,-3.7,-1.4,17.8,0.0,-1.0,-0.8,-3.5,2.8
CCN(CC)CCOC(=O)C(O)(c1ccccc1)c1ccccc1,-1.0,2.0,12.7,1.5,7.4,-4.4,-5.6,11.1
Cc1cc(=O)n(-c2ccccc2)n1-c1ccccc1,10.9,0.5,-10.9,12.2,-4.8,5.0,-0.7,5.0
COC(=O)Cn1cc(C=C2C(=O)N(C)C(=O)N(C)C2=O)c2ccccc21,7.4,2.1,10.4,5.5,-3.6,-0.4,-4.7,-2.5
O=C1NC(=O)N(Cc2ccc(F)cc2)C(=O)/C1=C/c1cccs1,4.0,8.1,11.2,-14.1,32.3,12.5,38.6*,13.2
CCC[C@H](N[C@@H](CCC)[C@H](O)c1ccccc1)[C@H](O)c1ccccc1,-12.3,-1.3,-3.6,20.1,6.4,-0.8,2.1,7.2
O=C1Nc2cc(C(=O)N3CCC4(CC3)OCCO4)ccc2NC1CSCc1cccc(F)c1 (configuration not stated),15.7,2.1,17.0,-15.4,19.3,-1.2,-1.1,8.2
CCOP(=O)(OCC)C(NC(=O)Cc1ccccc1)C(Cl)(Cl)Cl (configuration not stated),4.5,1.6,-4.1,-21.7,21.9,-1.7,3.0,5.1
COC(=O)C1=C(c2ccc(OC)c(OC)c2)C[C@@H]2CC[C@H]1N2C(=O)NCc1cccc2ccccc12,-0.9,1.4,1.0,10.4,21.6,-3.6,-4.3,26.1
Cn1c(O)c(C=NC2CCCCCC2)c(=O)[nH]c1=S,6.5,-0.8,-14.1,11.1,1.5,0.1,-0.3,24.5
O=c1[nH]c(=O)n(Cc2ccco2)c(O)c1C=NCCCn1ccnc1,-8.2,1.6,0.4,-8.0,17.4,0.3,-3.3,-16.8
O=C(NCCN1CCOCC1)c1ccc(Cl)nc1,4.6,-2.0,-10.6,12.1,29.4,-2.3,0.8,-12.6
Cc1ccc(CN2CCN(Cc3ccccc3)CC2)cc1,8.5,0.3,18.0,0.1,5.8,-2.0,-2.1,2.0
CC(C(=O)O)N(C(=O)c1ccccc1)c1ccc(F)c(Cl)c1 (configuration not stated),-14.5,0.3,-27.2,-13.7,-4.0,-2.8,0.1,15.9
CC(=O)c1cn(CCCOc2ccccc2)c2ccccc12,10.1,-0.7,-22.8,8.3,17.1,-4.5,3.0,25.2
COc1ccc2nc(/N=C/c3c(O)n(-c4cccc(Cl)c4)c(=O)[nH]c3=O)sc2c1,6.5,2.2,-9.2,18.5,9.4,0.7,0.9,12.0
CCC(=NCCCN1CCOCC1)c1c(O)n(-c2ccccc2C)c(=O)[nH]c1=O,8.9,-0.5,12.3,14.4,22.2,-1.3,-3.1,-4.7
Clc1ccc(CN2CCNCC2)cc1,7.7,-1.2,8.7,16.8,-10.0,-1.2,-4.6,8.6

# Structural class, the compounds so far with fluorine.
SMILES,Jurkat NFkB inh,CHOP UPR activ,697 NFkB inh,APJ antag,Mdm2 MdmX PPI,APJ agonist,UPR XBP1 act,tim23-1 inh
CSCCC(N=Cc1c(O)n(-c2ccc(F)cc2)c(=O)[nH]c1=O)C(=O)OC(C)(C)C (configuration not stated),-13.7,-1.0,-2.6,2.2,5.1,2.5,1.2,13.6
O=C(O)Cn1cc(/C=C2\C(=O)NC(=O)N(c3ccc(F)cc3)C2=O)c2ccccc21,4.7,0.7,15.5,7.0,-4.1,-0.9,-4.3,-5.2
Cc1ccc(C)c(CN2CCC(n3nnc4cc(F)ccc43)CC2)c1,12.4,-0.9,3.5,24.5,29.1,-4.3,-6.8,9.1
CNCC(O)c1cc(F)c(OCc2ccccc2)c(OCc2ccccc2)c1F (configuration not stated),15.0,0.9,-9.6,14.0,86.6*,-0.7,1.5,14.9
O=C1NC(=O)N(Cc2ccc(F)cc2)C(=O)/C1=C/c1cccs1,4.0,8.1,11.2,-14.1,32.3,12.5,38.6*,13.2
O=C1Nc2cc(C(=O)N3CCC4(CC3)OCCO4)ccc2NC1CSCc1cccc(F)c1 (configuration not stated),15.7,2.1,17.0,-15.4,19.3,-1.2,-1.1,8.2
CC(C(=O)O)N(C(=O)c1ccccc1)c1ccc(F)c(Cl)c1 (configuration not stated),-14.5,0.3,-27.2,-13.7,-4.0,-2.8,0.1,15.9
